# From PubChem
# FBW7 act: human FBW7 E3 ligase activation, primary screen; AlphaScreen FBW7–phospho-cyclin E peptide binding, activator screen; normalized activity (activation), % at 26.1 µM; Q969H0; AID 1259310; actives 0.13% (n = 650,000); in the data active = normalized activity above about 1.9%;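 also: purified mutant Fbw7 with reduced substrate affinity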
# Target sequence (Q969H0 whole entry, looked up): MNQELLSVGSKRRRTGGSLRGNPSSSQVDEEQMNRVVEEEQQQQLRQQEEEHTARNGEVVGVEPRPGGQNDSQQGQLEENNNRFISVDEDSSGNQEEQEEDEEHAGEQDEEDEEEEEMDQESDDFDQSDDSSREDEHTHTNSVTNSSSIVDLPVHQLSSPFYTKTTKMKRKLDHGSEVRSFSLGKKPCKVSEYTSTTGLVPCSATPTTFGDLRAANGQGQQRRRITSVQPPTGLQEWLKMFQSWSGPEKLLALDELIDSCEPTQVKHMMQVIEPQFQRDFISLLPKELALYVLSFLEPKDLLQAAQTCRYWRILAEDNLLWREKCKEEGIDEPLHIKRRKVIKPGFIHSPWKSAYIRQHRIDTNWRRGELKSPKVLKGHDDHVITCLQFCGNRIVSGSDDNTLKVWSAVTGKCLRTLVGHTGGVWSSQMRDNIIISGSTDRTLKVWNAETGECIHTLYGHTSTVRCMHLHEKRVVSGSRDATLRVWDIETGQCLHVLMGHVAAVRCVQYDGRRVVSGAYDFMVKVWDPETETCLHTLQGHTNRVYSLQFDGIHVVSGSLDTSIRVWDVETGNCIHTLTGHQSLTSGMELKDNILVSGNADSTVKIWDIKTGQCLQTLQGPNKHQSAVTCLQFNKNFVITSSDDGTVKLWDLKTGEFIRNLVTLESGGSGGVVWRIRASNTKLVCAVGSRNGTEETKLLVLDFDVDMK
# GPR151 activ: activates the human receptor GPR151; Q8TDV0; PathHunter beta-arrestin GPR151 cells, luminescence; activation, % at 11.2 µM; actives 1% (n = 650,000); in the data active = activation above about 4.9%;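 also: 0% = median of compound wells and 100% = cells with positive control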
# Target sequence (Q8TDV0 whole entry, looked up): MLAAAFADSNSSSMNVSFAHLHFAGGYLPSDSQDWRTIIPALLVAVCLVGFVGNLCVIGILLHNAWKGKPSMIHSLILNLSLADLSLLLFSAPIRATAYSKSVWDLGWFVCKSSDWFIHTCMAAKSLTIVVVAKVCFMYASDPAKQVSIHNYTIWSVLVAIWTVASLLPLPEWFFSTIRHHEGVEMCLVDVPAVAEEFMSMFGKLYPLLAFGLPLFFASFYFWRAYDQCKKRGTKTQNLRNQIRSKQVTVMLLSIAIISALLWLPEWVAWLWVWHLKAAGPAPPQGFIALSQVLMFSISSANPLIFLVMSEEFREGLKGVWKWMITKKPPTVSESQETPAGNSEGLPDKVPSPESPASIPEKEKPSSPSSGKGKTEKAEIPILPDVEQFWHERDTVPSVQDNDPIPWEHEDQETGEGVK
# TEAD-YAP inh: TEAD-YAP interaction inhibition. HEK-TIYL cells, TEAD-Gal4/YAP UAS-luciferase luminescence. inhibition, % at 9.12 µM. actives 1.4% (n = 640,000); in the data active = inhibition above about 32%;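 also: 0% = median of test compound wells and 100% = reference inhibitor wells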
# MITF primary: human MITF inhibition, primary screen; O75030; inhibition, % at 2.6 µM; AlphaScreen MITF homodimerization, bead proximity signal; actives 0.91% (n = 650,000); in the data active = inhibition above about 50%;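 also: 0% = vehicle wells with protein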
# * hit, by the source's call; x = no result given; & = joins results of further samples.
SMILES,FBW7 act,GPR151 activ,TEAD-YAP inh,MITF primary
COc1ccc(N2CCN(C(=O)C34CC5CC(CC(O)(C5)C3)C4)CC2)cc1,0.3,1.0,4,3
Cc1ccccc1S(=O)(=O)Cc1ccc(C(=O)N2CCN(C)CC2)o1,-0.4,-0.5,6,13
CC(C)CC(NS(=O)(=O)c1ccc2c(c1)oc(=O)n2C)C(=O)Nc1ccccn1 (configuration not stated),-0.1,2.3,-7,-10
CCOC(=O)N1CCN(C(=S)Nc2ccc(Cl)cc2C)CC1,0.1,0.3,-6,-24
COc1ccc(C(C(=O)OCCN(C)C)c2ccccc2)cc1 (configuration not stated),-0.4,-0.4,-7,-10
O=C(NCCc1ccc(O)cc1)c1ccnc(N2CCN(Cc3ccc4c(c3)OCO4)CC2)c1,-0.2,0.9,29,15
Cc1cccc(C2=NC(C(F)(F)F)(C(F)(F)F)c3c(n(C)c(=O)n(C)c3=O)N2)c1,-0.1,0.6,1,8
O=[N+]([O-])c1cc(C(F)(F)F)ccc1N1CCCC1,0.0,-0.4,1,2
CCN(CC)S(=O)(=O)c1ccc2c(c1)c(=O)c(C(=O)NC1CCCCCC1)cn2C,-0.4,-0.4,-11,6
Cc1ccc(S(=O)(=O)Nc2cc(Sc3nc4ccccc4s3)c(O)c3ccccc23)c(C)c1,-0.8,0.0,-16,-2
CCOc1ccc(NC(=O)CSc2ncnc3c2oc2ccccc23)cc1,-0.4,3.0,13,-18
FC(F)(F)c1ccc(Cn2cnc3c(Nc4ccc(N5CCOCC5)cc4)nc(Nc4ccccc4)nc32)cc1,-0.1,2.0,-4,2
COC(=O)c1ccc2c(=O)n(Cc3ccc4c(c3)OCO4)c(SCC(=O)Nc3cccc(OC)c3)nc2c1,0.0,-0.5,-3,14
CCOC(=O)NCc1ccc(S(=O)(=O)Nc2c(C)cccc2C)cc1,0.1,-0.4,4,12
CCCCCCC(C)OC(=O)C[N+](C)(C)CCOC1CC2CCC1(C)C2(C)C (configuration not stated),-0.1,0.0,18,10
N#CC(Cc1ccc(O)c(O)c1)C(=O)N1CCc2ccccc21 (configuration not stated),-0.2,-2.5,-2,16
CC(C)C(=O)N1CCN(c2ccc(NC(=O)Cc3ccccc3)cc2)CC1,-0.1,-1.0,1,-2
Cc1ccccc1C1(CC(=O)N2CCCCC2)CC(=O)N(C2CCCC2)C1=O (configuration not stated),1.2,0.0,-75,12
COc1ccc(C(=O)Nc2ccc(-c3nc4cc(C)cc(C)c4o3)cc2)cc1OC,0.0,-0.8,-4,0
OCC1(CC2CCCCO2)CCN(C/C=C/c2ccco2)CC1 (configuration not stated),0.0,-0.6,2,5
O=C(CCc1[nH]c2ccccc2c1Sc1ccccc1)N(CCO)CCO,0.6,-0.3,0,-6
CCCc1nc(NCC(N)=O)c2nnn(Cc3ccccc3)c2n1,1.3,-1.6,16,7
COc1ccc(NC(=O)Cc2c(Sc3ccccc3)c3ccccc3n2C)cc1,0.1,0.3,-6,-3
CC(=O)Oc1ccc(C(=O)NCC(C)C)cc1,0.2,-1.3,-11,18
Cc1ccc(NC(=O)c2ccc3c(=O)n(CCc4ccccc4)c(=S)[nH]c3c2)cc1C,0.1,0.2,-5,6
# Further records
SMILES,FBW7 act,GPR151 activ,TEAD-YAP inh,MITF primary
O=C(CN(CCc1ccccc1)S(=O)(=O)c1ccccc1)N1CCCCCC1,-0.1,1.0,-15,10
C=CCOc1ccccc1CN1CCN(Cc2ccsc2)C(CCO)C1 (configuration not stated),-0.1,6.1*,2,1
Cc1cccc(N2CCN(C(=O)c3cc(N4C(=O)C5C6CCC(C6)C5C4=O)ccc3Cl)CC2)c1C (configuration not stated),0.7,0.5,7,11
CC(C)Oc1cccc(C(=O)Nc2cc(-c3nc4ncccc4o3)ccc2Cl)c1,0.0,2.4,0,8
COc1ccc(C2C(C(=O)Nc3ccc4c(c3)OCO4)c3ccccc3C(=O)N2C)cc1 (configuration not stated),0.0,-0.2,5,6
CC(C)(C)OC(=O)N1CCN(c2nc(-c3ccccc3Cl)c3cc(Br)ccc3n2)CC1,-0.1,0.9,3,-2
COc1cc(SC)ccc1C(=O)Nc1ccc(S(=O)(=O)NC(C)(C)C)cc1,0.0,2.1,-11,5
CCOC(=O)C1=C(C)NC(=O)NC1c1ccc([N+](=O)[O-])cc1 (configuration not stated),0.6&0.1,1.4&-1.6,1&-5,1&7
Cc1cc2c(cc1Br)NC(=O)C21C(C#N)=C(N)Oc2n[nH]c(C)c21 (configuration not stated),-0.2,0.8,4,22
Cc1ccc(-n2[nH]nnc2=S)cc1C,0.0,-0.9,-1,14
COc1ccc2nc(NC(=O)c3cccc(I)c3)sc2c1,0.2,-2.0,-51,15
Cc1ccc(C2/C(=C(/O)c3ccccc3)C(=O)C(=O)N2CCCN(C)C)cc1 (configuration not stated),0.7,0.3,6,-2
COc1ccc(-c2cc(NC(C)COc3cccc(Cl)c3)ncn2)cn1 (configuration not stated),0.1,0.3,3,0
CCOc1cc(C#N)ccc1OCCOc1ccccc1,0.2,1.0,0,-3
COc1ccccc1NC(=O)C1CC12CCN(Cc1ccnc3ccccc13)CC2 (configuration not stated),-0.1,1.0,1,12
Cc1cc(NC(=O)NCc2noc3ccccc23)no1,0.0,0.4,4,8
O=c1cc(-c2ccccc2)c2ccc(OCc3ccccc3F)cc2o1,0.2,1.1,-8,8
COc1ccc(CCNc2ncnc3nc(Nc4ccc(N5CCOCC5)cc4)[nH]c23)cc1,-0.2,2.8,20,12
O=C(C1CC1)N(c1ccccc1)C1C=CS(=O)(=O)C1 (configuration not stated),0.2,0.8,14,6
COC(=O)c1cc(OC)cc([N+](=O)[O-])c1,0.0,0.0,2,-5
O=C(Nc1ccc(F)c(Cl)c1)C1CC1c1ccccc1 (configuration not stated),0.2,-1.1,-27,4
Cc1cccc(NC(=O)c2sc3nc(-c4ccccc4)cc(C(F)(F)F)c3c2N)c1,1.1,-0.8,-12,18
COC(=O)c1c(NC(=O)c2ccc(Cl)c(Cl)c2)sc2c1C(C(=O)OC)CC2 (configuration not stated),0.1,-0.2,7,11
O=C(c1ccccc1Br)N(Cc1cccc(Cl)c1)C1CCS(=O)(=O)C1 (configuration not stated),0.2,1.6,-3,0
CCOc1ccccc1N1CCN(C(=O)c2ccncc2)CC1,0.2,3.1,0,-3
# (list continues)
SMILES,FBW7 act,GPR151 activ,TEAD-YAP inh,MITF primary
Cc1cccc(CN2CCN(CC3CCCCC3)CC2CCO)n1 (configuration not stated),0.2,0.6,-1,5
C=CCNC1CC(=O)N(c2ccccc2)C1=O (configuration not stated),-0.1,-1.7,-6,14
CNCCCCCCN(C)/[N+]([O-])=N/O,x,-0.6,x,-14
C/C=C/C(=O)OC1CCC2(C)C(=CCC3C2CCC2(C)C(C(C)CCCC(C)C)CCC32)C1 (configuration not stated),-0.1,-2.3,1,-4
O=C(c1ccc(Br)cc1)N1CCCCC1,-0.2,0.8,-1,1
C/C(CC(=O)NC(C)c1ccccc1)=N\NC(=O)COc1ccccc1C (configuration not stated),0.0,-0.7,6,3
COc1ccc(OC)c(C(=O)CSc2nnc(-c3ccccc3N)n2C)c1,0.0,1.0,5,5
CN1CCN(C(=O)c2ccc(-c3cc(NC4CC4)nc(N)n3)cc2)CC1,0.0,0.7,4,16
Cc1cccc(C)c1N(CC(=O)O)S(C)(=O)=O,-0.2,-0.7,4,1
CCOC(=O)CC(=O)CSc1nc(N)nc(SC)c1C#N,0.1,0.0,3,9
Nc1nc(SCC(=O)c2ccc([N+](=O)[O-])cc2)n[nH]1,0.0,-1.2,-2,11
O=C(Cc1cn(-c2ccc(N3CCN(c4ccccn4)CC3)nn2)c2ccccc12)NCCN1CCOCC1,0.0,0.5,-35,-1
CC(C)(C(=O)c1ccccc1)/[N+]([O-])=C/c1ccc(F)cc1,0.0,1.5,-7,5
O=S(=O)(c1ccc(F)cc1)N1CCC(N2CCCCC2)CC1,0.0,-0.9,-12,1
Cc1ccc(S(=O)(=O)N(C)c2ccccc2C(=O)N2CCOCC2)cc1,-0.1,2.1,-3,6
COc1cc(CN(CCCN(C)C)CCCN(C)C)cc(OC)c1,-0.1,0.7,-3,46
O=C(Nc1cccc(Cl)c1)c1cnc2n(c1=O)CCS2,-0.1,-0.4,-15,2
O=c1[nH]c2c(=O)oc3ccccc3c2nc1/C=C(\O)c1ccccc1,-0.1,0.8,-9,0
O=C(Cc1ccc(Cl)cc1)Nc1cc2c3c(c1)CC(=O)N3CCC2,-0.1,-1.5,8,-18
COc1ccccc1CN1C(=O)C2C(C(=O)Nc3ccc(C(C)C)cc3)C3C=CC2(O3)C1C(=O)NC1CCCCC1 (configuration not stated),0.1,-1.9,11,26
CCC1CCCCN1CCCNC(=O)Cn1ncc2c1-c1ccccc1OC2 (configuration not stated),0.0,-0.5,7,3
Cc1ccc2cccc(NC(=S)NC(=O)c3ccn(C)n3)c2n1,-0.1,1.2,6,16
COc1cc(/C=C2\C(=N)N3N=C(N4CCCC4)SC3=NC2=O)cc(OC)c1OC,-0.1,-0.1,2,4
COc1cc(C2C3CN(C)CC=C3C(C#N)=C(N)C2(C#N)C#N)ccc1OCC(C)C (configuration not stated),0.7,-0.7,2,-1
CN1CCN(c2nc(Nc3ccc(F)cc3)c3nccnc3n2)CC1,0.0,-0.6,-3,-2

# An excerpt of these results, tab-delimited.
SMILES	FBW7 act	GPR151 activ	TEAD-YAP inh	MITF primary
Cc1cccc(CN2CCN(CC3CCCCC3)CC2CCO)n1 (configuration not stated)	0.2	0.6	-1	5
C=CCNC1CC(=O)N(c2ccccc2)C1=O (configuration not stated)	-0.1	-1.7	-6	14
CNCCCCCCN(C)/[N+]([O-])=N/O	x	-0.6	x	-14
C/C=C/C(=O)OC1CCC2(C)C(=CCC3C2CCC2(C)C(C(C)CCCC(C)C)CCC32)C1 (configuration not stated)	-0.1	-2.3	1	-4
O=C(c1ccc(Br)cc1)N1CCCCC1	-0.2	0.8	-1	1
C/C(CC(=O)NC(C)c1ccccc1)=N\NC(=O)COc1ccccc1C (configuration not stated)	0.0	-0.7	6	3
COc1ccc(OC)c(C(=O)CSc2nnc(-c3ccccc3N)n2C)c1	0.0	1.0	5	5
CN1CCN(C(=O)c2ccc(-c3cc(NC4CC4)nc(N)n3)cc2)CC1	0.0	0.7	4	16
Cc1cccc(C)c1N(CC(=O)O)S(C)(=O)=O	-0.2	-0.7	4	1
CCOC(=O)CC(=O)CSc1nc(N)nc(SC)c1C#N	0.1	0.0	3	9
Nc1nc(SCC(=O)c2ccc([N+](=O)[O-])cc2)n[nH]1	0.0	-1.2	-2	11
O=C(Cc1cn(-c2ccc(N3CCN(c4ccccn4)CC3)nn2)c2ccccc12)NCCN1CCOCC1	0.0	0.5	-35	-1

# Next section
SMILES,FBW7 act,GPR151 activ,TEAD-YAP inh,MITF primary
O=c1[nH]c(O)c(/C=C2\C=Nc3ccccc32)[nH]1,0.0,-1.1,-35,-1
O=Cc1ccccc1Nc1cc(NC(=O)Cc2ccc3c(c2)OCO3)ncc1Cl,-0.4,-1.1,57*,14
O=C(Oc1c(Br)cc(Br)c2cccnc12)c1cccc([N+](=O)[O-])c1,-1.0,2.1,3,16
CCCCOc1ccc(/C=C2\N=C(c3ccc(Br)cc3)OC2=O)cc1,0.1,-0.9,-5,-13
O=C(NCCCN1CCCC1=O)c1cncc(-c2ccc(N3CCOCC3)nc2)c1,0.2,2.2,-2,7
O=C(c1ccc(F)c(F)c1)N1CCCCCC1,0.1,-0.4,6,3
CCOc1ccc(C(=O)NC(=S)Nc2ccc(I)cn2)cc1,0.3,-0.2,-12,-3
COc1ccc(-c2noc(=O)n2CC(=O)Nc2cc(Cl)ccc2C)cc1,0.0,0.1,0,-7
COc1ccc(-n2nnnc2SCC(=O)Nc2nc3c(s2)CCCC3)cc1OC,0.2,-1.8,4,21
CC1(C)OC(=O)C(=CNC(Cc2ccccc2)C(=O)Nc2ccc([N+](=O)[O-])cc2)C(=O)O1 (configuration not stated),0.2,0.8,-4,20
O=C(CSc1ncccc1C(=O)O)NC1CCCc2ccccc21 (configuration not stated),0.1,-1.0,1,-15
COC(=O)c1ccccc1NC(=O)c1ccc[n+]([O-])c1,-0.1,2.4,15,8
O=S(=O)(NCC(c1cccs1)N1CCc2ccccc2C1)c1cccs1 (configuration not stated),0.2,3.3,-4,11
Fc1ccc(-n2cc(-c3ccccc3)c3c(NN4CCOCC4)ncnc32)cc1,-0.3,0.2,-10,-15
COc1ccc(N2CC(C(=O)OCC(=O)c3ccc(-c4ccccc4)cc3)CC2=O)cc1 (configuration not stated),0.7,-1.2,-9,23
O=C(c1ccc(F)cc1)C1CCN(C(=O)c2c(F)cccc2F)CC1,0.1,1.1,0,-1
CCn1c(C(=O)O)c(CNCc2ccc(OC)cc2)c2ccccc21,0.1,-2.6,11,27
CCOCCn1cnc2sc(C(=O)Nc3ccc(OC)c(OC)c3)c(C)c2c1=O,0.0,0.4,9,19
COc1ccc(C(N)CC(=O)N2CCN(c3nc(-c4ccccc4)c4cc(Br)ccc4n3)CC2)cc1OC (configuration not stated),0.0,-0.2,-1,-19
COc1ccc(NC(=O)CSc2ccc3nc(-c4ccccc4)cn3n2)cc1OC,-0.2,-2.2,-31,-9
Cc1cc2c(cc1S(=O)(=O)N1CCCc3ccccc31)OCCN2C,-0.3,-1.3,0,6
COc1cccc(/C=C2\C(=O)ON=C2C)c1OCc1ccccc1Cl,-0.1,-0.4,-17,74*
N=C1SCC(=O)N1c1ncc(Cc2ccccc2)s1,-0.5,-1.5,4,59*
CCOC(=O)N1CCC(Nc2c(N3CCN(c4ccc(OC)cc4)CC3)c(=O)c2=O)CC1,0.1,-2.3,-1,8
Cc1onc(-c2ccccc2Cl)c1C(=O)NC(=S)Nn1cnnc1,-0.2,-0.7,-6,-9
